# Lipid storage S3: qHTS Assay for Lipid Storage Modulators in Drosophila S3 Cells; lipid storage change, negative = inhibition, % at the top dose, mostly 46.1 µM; hits show Potency in µM; Drosophila S3 cells, BODIPY lipid droplet fluorescence, 18-24 h; cells fed with added oleic acid; 0.64% of 320,000 active; active means well fitted inhibition curve with a large enough effect in the signal ratio, with a control signal flat, not every such curve was filed as active; inconclusive means small, poorly fitted or top-dose-only effect, or effect the other way, or a change in a side signal; the % refers to the signal ratio
#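 Laser-scanning cytometry quantifies lipid droplet accumulation (500–530 nm total intensity; droplet/cell object ratio) in oleic acid-fed (400 uM added) Drosophila S3 cells treated with a concentration series. 20 uM Triacsin C defined 100% inhibition.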
# Lipid storage S3 cell count max: further read-out of Lipid storage S3, marked with its call; cell number change, %; measured here: cell count max response;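 cells counted by Cell Tracker Red CMTPX staining in the red channel; peak over a dose series mostly up to 46.1 µM; percent activity relative to internal control wells on each plate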
# * hit, by the source's call; i = inactive; ? = inconclusive; . = not tested or not shown. On the % scale 0 is the no-effect control and ±100 the full control effect; potency means the concentration at half of the fitted maximal effect.
# Below each SMILES – Lipid storage S3 | Lipid storage S3 cell count max
COc1ccc(OC)c(N=c2oc3c(OC)cccc3cc2C(=O)NCc2ccco2)c1
  ? | .
COc1cccc2cc(C(=O)NNC(=O)c3ccc(Br)cc3)c(=O)oc12
  ? | .
CCCN1CCN(CCCNC(=O)Cn2ncc3c4ccccc4n(C)c3c2=O)CC1
  4% | 0
COc1ccc(C2=NS(=O)(=O)N(C)C(C(=O)NCc3ccc4c(c3)OCO4)=C2)cc1OC
  ? | .
Cc1cc(NC(=O)Cn2nc(C)c([N+](=O)[O-])c2C)no1
  ? | .
CCOC(=O)c1c(C)[nH]c(C(=O)N2CCN(C(=O)OCC)CC2)c1C
  i | -2
CC(NC(=O)C1CCCO1)c1ccccc1 (stereo not drawn)
  ? | .
O=[N+]([O-])c1ccc(Oc2cccc(C(F)(F)F)c2)nc1
  -1% | 22
O=C(COC(=O)c1ccccc1[N+](=O)[O-])NC(=O)c1ccccc1
  -3% | 4
COc1ccc(Nc2nc(N)c(C(=O)c3ccc(F)cc3)s2)cc1
  i | -4
N#Cc1c(Nc2ccccc2)sc(C(=O)C2CC2)c1N
  3% | -16
CCOC(=O)CC1Sc2ccccc2NC1=S (stereo not drawn)
  ? | .
CN(C(=O)CCN1C(=O)C(C)(C)Nc2ccccc21)c1ccccc1
  i | 4
COC(=O)C1=C(C)NC(=O)CC1c1ccccc1F (stereo not drawn)
  0% | 0
CCOc1ccc(N(C)C(=O)CCc2nnc3ccc(N4CCCC4)nn23)cc1
  -126% | 4
CC(C)(O)C1=NOC(c2ccccc2)C1 (stereo not drawn)
  ? | .
CCCCc1nnc(NC(=O)C(C)Sc2nc(O)c(Cc3ccccc3)c(=O)[nH]2)s1 (stereo not drawn)
  -12% | -7
O=C(CCc1ccccc1)NCc1ccc(F)cc1
  ? | .
Cc1ccc(NC(=O)CC2SCCNC2=O)cc1[N+](=O)[O-] (stereo not drawn)
  -3% | .
Cc1cc(OC(=O)c2ccc(C(C)(C)C)cc2)c([N+](=O)[O-])c(=O)[nH]1
  ? | .
COc1cc(C(=O)Cc2nc3ccccc3n2C)cc(OC)c1OC
  ? | .
CCOc1ccc(C(=O)NCC(=O)OCC(=O)N2C(C)CCCC2C)cc1 (stereo not drawn)
  ? | .
CCCOc1c(Cl)cc(C(=O)NC)cc1OC
  ? | .
COc1cccc(CN(C)C(=O)c2cc(S(=O)(=O)N3CCCCCC3)ccc2OC)c1
  ? | .
C=CCn1c(C(CC)CC(C)(C)O)n[nH]c1=S (stereo not drawn)
  10% | 4
Cc1cccc(NC(=S)NC(=O)c2cccs2)n1
  8% | -1
COc1cccc(C(C(=O)NC2CCCC2)N(C(=O)c2csnn2)C2CC2)c1 (stereo not drawn)
  ? | .
COC(=O)c1cccc(NC(=S)N2CCN(c3ccccc3F)CC2)c1
  17% | 13
COc1ccc2nc(C)cc(SCC(=O)NNC(=O)COc3ccc(C)cc3)c2c1
  -15% | .
S=C(N/N=C/c1ccc2c(c1)OCO2)NC1CC2CCC1C2 (stereo not drawn)
  ? | .
O=C(COc1ccc(Cl)cc1)N1CCN(C(=O)c2ccccc2F)CC1
  ? | .
COc1cccc(C2=NOC(C(=O)NCc3ccc(F)cc3)C2)c1 (stereo not drawn)
  ? | .
Brc1ccc(N=Cc2ccccn2)cc1
  ? | .
CC(C)(C)OC(=O)NCCCCc1cn(CC(=O)N2CCN(C(=O)OC(C)(C)C)CC2)nn1
  3% | 4
CC(C)c1ncc(C(O)c2cccc3ccccc23)n1C (stereo not drawn)
  ? | .
CN(CC(=O)Nc1ccccc1Cl)C(=O)Cn1cc(C(F)(F)F)ccc1=O
  ? | .
COCc1ccc(O)c2ncccc12
  ? | .
CC(=O)c1ccc(N2C(=NC(=O)COc3ccccc3)SC3CS(=O)(=O)CC32)cc1 (stereo not drawn)
  ? | .
COCCCN1C(=O)C(=O)/C(=C(/O)c2ccc(S(=O)(=O)N3CCCCC3)cc2)C1c1ccc(O)c(OC)c1 (stereo not drawn)
  i | .
CN(CCNC(=O)c1cn(C)c2ccc(S(=O)(=O)N3CCCC3)cc2c1=O)CCc1ccccc1
  23% | .

# The closing 2 compounds of the part above lead into the next.
# Below each SMILES – Lipid storage S3 | Lipid storage S3 cell count max
COCCCN1C(=O)C(=O)/C(=C(/O)c2ccc(S(=O)(=O)N3CCCCC3)cc2)C1c1ccc(O)c(OC)c1 (stereo not drawn)
  i | .
CN(CCNC(=O)c1cn(C)c2ccc(S(=O)(=O)N3CCCC3)cc2c1=O)CCc1ccccc1
  23% | .
Cc1ccccc1NC(=O)CCNS(=O)(=O)c1cccc2nsnc12
  i | 7
CC(=O)N(c1cccc(Cl)c1)c1nc(C)cc(C)c1C#N
  10% | -1
CC(=O)OCC(=O)c1ccc2ccn(C(C)=O)c2c1
  11% | 3
CCC12CSc3nc(Cl)ccc3N1C(=O)C(=O)N2C (stereo not drawn)
  -7% | -5
CCOC(=O)c1ccc(NC(=S)NCCCN2CCCCC2)cc1
  15% | -11
CCn1c(SC)nnc1C1CCCN(CC(=O)Nc2ccccc2N2CCOCC2)C1 (stereo not drawn)
  ? | .
CCOc1ccc(CCNC(=O)CN2CCN(Cc3ccccc3F)C2=O)cc1OCC
  ? | .
CC1CN(C)C(C)CC1NCc1ccc2c(c1)OCO2 (stereo not drawn)
  -11% | -2
Cc1ccc(C(=O)ONc2ccc(N=NC(=O)c3ccccc3O)cc2)cc1
  3% | 7
CN(C)S(=O)(=O)c1cccc(C(=O)OCC(=O)c2c(N)n(C)c(=O)n(C)c2=O)c1
  3% | 11
O=S(=O)(c1ccccc1C(F)(F)F)N1C=CC(C(F)(F)F)=NCC1
  i | .
CCCCCCn1c(N2CCN(c3cccc(Cl)c3)CC2)nc2c1c(=O)[nH]c(=O)n2C
  7% | .
COc1ccnc(CN(C)C(=O)C2CCC(=O)N(Cc3cccc(C(F)(F)F)c3)C2)c1 (stereo not drawn)
  ? | .
O=C1CCCC(=O)C1C1c2ccccc2CCN1C(=O)CCl (stereo not drawn)
  ? | .
Cc1nn(Cc2cccc(C(=O)NN)c2)c(C)c1Cl
  7% | 5
CC1CCN(C(CNS(=O)(=O)c2ccccc2)c2ccccc2)CC1 (stereo not drawn)
  0.46µM* | 12*
CO/N=C(\Cn1ncc(N2CCCC2)c(Br)c1=O)c1ccc(Cl)cc1
  i | .
COc1cccc(CNc2nnnn2C)c1
  ? | .
CC(Oc1ccccc1F)C(=O)/C=C/N(C)C (stereo not drawn)
  8% | 4
Cc1cc(N2CCCC2)nc2c(C)cccc12
  -7% | -3

# A section of the results above, for reference:
# Below each SMILES – Lipid storage S3 | Lipid storage S3 cell count max
Cc1ccccc1NC(=O)CCNS(=O)(=O)c1cccc2nsnc12
  i | 7
CC(=O)N(c1cccc(Cl)c1)c1nc(C)cc(C)c1C#N
  10% | -1
CC(=O)OCC(=O)c1ccc2ccn(C(C)=O)c2c1
  11% | 3

# Further records:
# Below each SMILES – Lipid storage S3 | Lipid storage S3 cell count max
CCOc1ccc(NC(=O)Cn2nnc(-c3ccccc3F)n2)cc1
  i | .
COCCn1cnc2c(c1=O)c1nc3ccccc3nc1n2/N=C/c1cccc(OC)c1
  ? | .
O=S1(=O)CCC(n2nccc2-c2ccccc2)C1 (stereo not drawn)
  ? | .
CCOC1(/N=C(\C)NS(=O)(=O)c2ccc(Cl)cc2)C(C)=CC(=O)C=C1C
  ? | .
CCOc1ccc(NC(=O)CSc2nc(O)c(C)c(=O)n2-c2ccc(F)cc2)cc1
  i | -8
Cc1csc(NC(=O)CCn2c(=O)oc3ccc(Cl)cc32)n1
  ? | .
N#Cc1cccc2c1-c1ccccc1/C2=N/NC(N)=S
  -12% | 3
COc1ccc(C(F)(F)F)cc1N/C=C/c1nnnn1-c1ccc2ccccc2c1
  ? | .
COc1ccc(CNC(=O)c2ccc(Br)o2)cc1
  ? | .
C#Cc1cccc(NC(=O)CSc2nnc(-c3ccc(C(F)(F)F)cn3)o2)c1
  -2% | 9
CCN1CCCC1CNC(=O)Cn1ncc2c(=O)oc3ccc(C)cc3c21 (stereo not drawn)
  i | .
CC(C)CN(C1CCS(=O)(=O)C1)S(=O)(=O)c1ccc(C(C)C)cc1 (stereo not drawn)
  ? | .
CC(=O)Nc1ccc(NCC(=O)c2ccccc2)cc1
  ? | .
Cc1cc(C)n(C(=O)c2cccc(S(=O)(=O)N3CCCCC3)c2)n1
  4% | 4
CN(C)c1nc(N)nc(CSc2nnnn2C)n1
  -5% | 11
COc1ccccc1NC(=O)/C=C\c1ccco1
  8% | 2
COCCNC(=O)C(OC(=O)c1ccco1)c1ccccc1F (stereo not drawn)
  ? | .
COC(=O)CCCC(=O)N1CCCC(CNS(=O)(=O)c2ccc(OC)cc2)C1 (stereo not drawn)
  ? | .
CCOCCc1nnc(NC(=O)CSc2ccccc2)s1
  i | .
CC(C)(C)N(Cc1nc(-c2ccccc2)no1)C(=O)c1ccc2c(c1)OCO2
  ? | .
CCOC(=O)C1CCN(C2CC(=O)N(c3ccc(OCC)cc3)C2=O)CC1 (stereo not drawn)
  9% | 8
O=C(CSc1nc2ccccc2o1)NCC(=O)c1ccccc1
  i | 9
COc1ccc(NS(=O)(=O)c2ccc3nc(COc4ccc(C#N)cc4)[nH]c3c2)cc1
  ? | .
CN(C)c1nc2c(c(=O)[nH]c(=O)n2C)n1Cc1ccccc1Br
  8% | -18
COC(=O)Nc1nnc(-c2ccccc2Cl)s1
  ? | .
CCN(CC)S(=O)(=O)c1cccc(NC(=O)COc2ccc(C#N)cc2OC)c1
  ? | .
CCCC(c1nnnn1CC(=O)OCC)N(Cc1cc2ccc(C)cc2[nH]c1=O)C1CCCC1 (stereo not drawn)
  ? | .
CN(C1CCCCC1)S(=O)(=O)c1ccc(NC(=S)NC(=O)c2cccs2)cc1
  -3% | .
CCCCCCCCCCSc1n[nH]c(NC(C)=O)n1
  i | -11
Cc1cccc(NC(=O)C(=O)NCc2ccc3c(c2)OCO3)c1C
  ? | .
O=C(O)[C@@H]1Cc2ccccc2N1
  6% | 24
Cn1nnc2cc(NC(=O)N3CCN(c4ccccn4)CC3)ccc21
  i | .
COCCNC(=O)CN(CCc1ccccc1)S(=O)(=O)c1ccc(OC)cc1
  -2% | 12
COc1cccc(-n2c(Cc3cc(=O)[nH]c(=O)[nH]3)nnc2SCC(=O)N2CCCC2)c1
  ? | .
O=C(O)c1cccc(NC(=S)NC(=O)c2ccncc2)c1
  ? | .
COc1ccccc1NC(=O)CCSc1nnc(-c2ccco2)o1
  10% | 2
COCCn1c(=N)c(C(=O)NCc2ccco2)cc2c(=O)n3ccccc3nc21
  ? | .
COc1cccc(N2CCN(CC(=O)Nc3ccccc3C(=O)NCc3ccccc3)CC2)c1
  ? | .
CCCCNC(=O)CSc1nc2cc3c(cc2c(=O)n1CCC(=O)NCCc1ccc(OC)c(OC)c1)OCO3
  4% | 9
CC(NC(=O)Cc1ccsc1)c1ccc(S(N)(=O)=O)cc1 (stereo not drawn)
  12% | 11
CCOC(=O)N1CCN(CC(=O)c2c[nH]c3ccc(F)cc23)CC1
  ? | .
CCOC(=O)C(C)C1(O)c2ccccc2-c2ncccc21 (stereo not drawn)
  ? | .
O=C(c1ccc2c(c1)OCO2)C1CCCN(C(=O)Nc2ccc(F)cc2F)C1 (stereo not drawn)
  3% | -5
Cc1c(Cl)cccc1N(CC(=O)N1CCCCCC1)S(C)(=O)=O
  ? | .
C=CCC(=O)OCC(=O)Nc1ccc(Oc2ccccc2)cc1
  ? | .
Cc1cccnc1NC(=O)c1ccc(S(=O)(=O)N2CCCCC2)cc1
  ? | .
O=C(CSc1ncnc2scc(-c3ccc(F)cc3)c12)c1ccc2c(c1)OCCO2
  9% | 8
COc1ccccc1N1C(=O)c2ccccc2NC1c1ccc(O)cc1 (stereo not drawn)
  20% | 12
CN1CCN(C(=O)CSc2nc(-c3cccs3)ccc2C#N)CC1
  ? | .
CCOC(=O)CSc1nc2c(sc(=S)n2-c2ccc(CC)cc2)c(=O)[nH]1
  16% | -11
O=C(CSc1nc2scc(-c3ccccc3)c2c(=O)[nH]1)N1CCOCC1
  ? | .
CC(=O)Oc1c(C)c(C)c2c(c1C)CC[C@@](C)(CCC[C@H](C)CCC[C@H](C)CCCC(C)C)O2
  7% | 7
CCOc1cccc2cc(C(=O)Nc3ccccc3-c3ccccc3)c(=O)oc12
  ? | .
CC(Sc1nnnn1-c1ccc(O)cc1)C(=O)NNC(=O)c1ccc(F)cc1 (stereo not drawn)
  ? | .
CC1(C)CC(=O)C=C(NC2CCCCC2)C1
  i | -6
COc1cc2ccccc2cc1C(=O)Nc1ccc(C)cn1
  ? | .
CCCc1[nH][nH]c(=O)c1C(c1ccc(Cl)cc1)C(C#N)C#N (stereo not drawn)
  -2% | -18

# Gathered by group: the entries above with a nitro group on carbon (five)
# Below each SMILES – Lipid storage S3 | Lipid storage S3 cell count max
Cc1cc(NC(=O)Cn2nc(C)c([N+](=O)[O-])c2C)no1
  ? | .
O=[N+]([O-])c1ccc(Oc2cccc(C(F)(F)F)c2)nc1
  -1% | 22
O=C(COC(=O)c1ccccc1[N+](=O)[O-])NC(=O)c1ccccc1
  -3% | 4
Cc1ccc(NC(=O)CC2SCCNC2=O)cc1[N+](=O)[O-] (stereo not drawn)
  -3% | .
Cc1cc(OC(=O)c2ccc(C(C)(C)C)cc2)c([N+](=O)[O-])c(=O)[nH]1
  ? | .

# An excerpt (hit frequency here may not be typical).
